Screening results as filed in PubChem.
PPC-1+TRAIL kill = kills PPC-1 cancer cells in the presence of TRAIL; 0.41% of 220,000 active; cell killing (% activity), % at 4 µM; AID 1443; PPC-1 cells + TRAIL, ATPLite viability luminescence;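 active = cell killing above 50% in the first pass at 4 µM, then a duplicate retest at 5 µM averaging 50% or more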;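 note: plate controls were cells with TRAIL plus DMSO for no effect and medium-only wells lacking cells for full effect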
Thrombin inh = thrombin (human) inhibition | inhibition, % at 5 µM | alpha-thrombin, Boc-VPR-AMC fluorogenic substrate cleavage | 0.26% of 220,000 active;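 active = inhibition at or above 40%; inactive = inhibition below 40%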;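 note: 0% = enzyme with no compound and 100% = wells without enzyme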
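signal = AMC fluorescence, 355/460 nm | material = human alpha-thrombin enzyme | control set = enzyme without compound as high, wells lacking enzyme as low | times = reaction at room temperature | read-out basis = percent inhibition scaled between no-compound controls and no-enzyme blanks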
EBV gp42 inh = blocks Epstein-Barr virus glycoprotein 42 binding. Fluorescence polarization binding assay, mP read-out. inhibition, % (tested at 21.74 µM). AID 1085. 0.42% of 220,000 active. Q1HVG2; in the data active = inhibition above about 50%
Target sequence (Q1HVG2 whole entry, looked up): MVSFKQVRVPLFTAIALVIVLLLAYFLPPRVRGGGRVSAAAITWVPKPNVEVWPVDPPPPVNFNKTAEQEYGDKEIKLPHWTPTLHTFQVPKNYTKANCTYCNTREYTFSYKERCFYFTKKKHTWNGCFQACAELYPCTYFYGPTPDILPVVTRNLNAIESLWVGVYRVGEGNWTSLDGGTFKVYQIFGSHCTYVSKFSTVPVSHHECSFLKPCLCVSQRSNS
TRPN1 ag = zebrafish TRPN1 (NompC) channel agonism. AID 1424. activation, % at 3 µM. 0.18% of 220,000 active. HEK293 zebrafish TRPN1-YFP, Fluo-8 calcium fluorescence; 100% = response to 87 µM carbachol;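 active = activation above its plate's cutoff, the mean activation of test wells on that plate plus 3 SD, cut at about 19% in these data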;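 note: 0% = DMSO alone and 100% = 87 µM carbachol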
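System: zebrafish TRPN1-YFP in HEK293 cells / Dosing: 3 µM single point / Timing: dye loading 1 h at 37 °C, then 30 min room temperature / Signal: Fluo-8 calcium fluorescence, excitation 470-495 nm, emission 515-575 nm / Read-out basis: percent activation from peak over basal fluorescence ratio, control-normalized / Control set: high carbachol 87 µM, low DMSO alone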
m-calpain inh = blocks pig calpain II enzyme activity | purified calpain II, fluorogenic peptide substrate, 30 min | inhibition, % at 16 µM | 0.37% of 220,000 active | AID 1236;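 active = inhibition above about 50%, limit read from the data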
TbHK1 inh = blocks Trypanosoma brucei hexokinase 1 activity; inhibition, % at 10 µM; recombinant TbHK1, G6PDH-coupled NADH A340; 0.11% of 220,000 active;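 active = inhibition of 50% or more in the single-dose primary screen; inactive = inhibition below 50%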
Cl transport mod = modulates chloride dependent transport by human KCC2. 2.2% of 190,000 active. B-score of Tl+ flux slope (higher = more flux/activation; lower = inhibition) at 10 µM. KCC2 cells, thallium flux FluoZin-2 fluorescence. Q9H2X9;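 active = thallium flux slope and its plate-corrected score both differing from the plate sample mean at a set confidence after two filtering rounds, in either direction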;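 note: slope of fluorescence scaled to starting intensity during 10 to 20 s after thallium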
Furin inhibitor = blocks human furin protease activity; P09958; purified furin, fluorogenic substrate cleavage; inhibition, % at 30 µM; 0.061% of 220,000 active; AID 463115; in the data active = inhibition above about 25%; note: inactives centre near -15
TRPML3 ag = human mucolipin-3 channel agonism; activation, % at 3 µM; Q8TDD5; AID 1448; 0.29% of 220,000 active; HEK293 TRPML3-YFP, Fluo-8 calcium fluorescence; 100% = the carbachol control signal;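 active = activation above its plate's cutoff, the mean activation of the plate's test wells plus 3 SD, cut at about 12% in these data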;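 note: 0% = DMSO only wells and 100% = carbachol wells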
Target sequence (Q8TDD5 whole entry, looked up): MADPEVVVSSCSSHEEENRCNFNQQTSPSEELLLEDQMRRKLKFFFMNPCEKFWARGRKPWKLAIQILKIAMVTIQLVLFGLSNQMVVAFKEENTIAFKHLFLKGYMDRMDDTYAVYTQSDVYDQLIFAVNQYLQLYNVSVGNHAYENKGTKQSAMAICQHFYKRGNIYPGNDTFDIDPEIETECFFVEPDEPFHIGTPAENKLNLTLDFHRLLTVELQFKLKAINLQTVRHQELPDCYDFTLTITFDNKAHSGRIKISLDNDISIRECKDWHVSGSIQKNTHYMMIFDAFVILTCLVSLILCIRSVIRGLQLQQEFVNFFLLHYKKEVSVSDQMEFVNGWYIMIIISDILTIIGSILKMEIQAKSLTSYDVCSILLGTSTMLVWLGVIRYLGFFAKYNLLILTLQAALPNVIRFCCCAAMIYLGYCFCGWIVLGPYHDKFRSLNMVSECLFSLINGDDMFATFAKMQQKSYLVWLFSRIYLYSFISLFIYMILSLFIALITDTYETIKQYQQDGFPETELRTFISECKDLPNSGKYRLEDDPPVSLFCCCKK
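Test system – HEK293 line with stable expression of human TRPML3-YFP channel · Control set – carbachol 87 µM final as high control (100%), DMSO as low control (0%) · Signal – Fluo-8 calcium dye fluorescence, ex 470-495, em 515-575 nm · Incubation – 1-h 37 °C dye load, 5-s basal, 120-s post-compound reads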
Numbers without * were called inactive; i = inactive; . = no result given; [ ] = another dose, or the depositor's remark.

SMILES	PPC-1+TRAIL kill	Thrombin inh	EBV gp42 inh	TRPN1 ag	m-calpain inh	TbHK1 inh	Cl transport mod	Furin inhibitor	TRPML3 ag
Cc1nc(N2CCOCC2)c2c(C)c(C(=O)Nc3ccc(F)cc3Cl)sc2n1	18	-5	5	0.4	-58	-2	1.7	-22	0.5
COc1ccc(Cn2c(=O)n(Cc3ccco3)c(=N)c3c4c(sc32)COC(C)(C)C4)cc1	-2	-3	-32	-2.2	10	-6	-3.3	-17	-0.1
Cc1c(NC(=O)COC(=O)C2CC3C=CC2C3)c(=O)n(-c2ccccc2)n1C (stereo not drawn)	2	0	-20	-0.4	-6	-1	0.78	-22	1.2
COc1ccc(NC(=O)N(CCCN(C)C)Cc2cc3cc(OC)ccc3[nH]c2=O)cc1	24	4	-8	0.7	-29	-15	-0.32	-27	0.1
COc1cc2c(cc1OC)CN(CC(=O)Nc1ccccc1SC)CC2	9	-23	-2	0.2	25	7	-0.029	-9	0.4
CCCCCCC1CCC(c2nc(-c3ccncc3)no2)CC1 (stereo not drawn)	44	0	-14	0.2	-1	3	0.0078	12[20 µM]	0.8
COc1cccc(NC(=O)N(Cc2cc3cc(C)cc(C)c3[nH]c2=O)CC2COCCO2)c1 (stereo not drawn)	38	-3	-8	0.4	-46	-9	1.1	-19	0.6
COc1cccc(Nc2nnc(SCC3CCCCO3)s2)c1 (stereo not drawn)	11	-5	2	0.4	29	3	-1.4	-9	0.1
CCC1CCC(NC(=O)Nc2cccc(OC)c2)CC1 (stereo not drawn)	20	-8	3	0.7	-8	0	-1.1	-18	0.6
O=c1oc2ccccc2c(O)c1C=Nc1cccnc1	3	-5	-10	0.7	-1	-3	-1.8	-11	0.1
Nn1cnc2c([nH]c3ccccc32)c1=O	12	13	-14	0.4	4	7	0.022	-9	2.0
CNC(=S)N/N=C/c1ccc(C(C)C)cc1	.	.	.	1.1	.	-5	.	-21[20 µM]	-1.8
CC(C)NS(=O)(=O)c1ccc(CCC(=O)N2CCc3ccccc3C2)cc1	.	-6	-17	1.6	-2	-1	-0.8	-20	1.3
CCOC(=O)N1CCN(C(=O)CSc2ccc(-c3ccncc3)nn2)CC1	24	-4	-8	-0.8	11	1	-0.37	-26	0.3
CN(C)c1ccc(C(=O)/C=C/c2ccco2)cc1	6	-3	-18	-0.6	-3	-20	1.1	-1	0.0
O=C(N/N=C/c1ccco1)c1ccc(N2CCCC2=O)cc1	31	-4	-1	0.3	-7	-40	0.9	-3	1.3
CC[n+]1c(/C=C2\Sc3ccccc3N2C)ccc2cccc(C)c21	36[5 µM]	3	-99	42*	4	-10	i	22	18*
Cc1ccc(-n2c(C)cc(/C=N/NC(=O)c3ccncc3)c2C)c(C)c1	-5	-4	-1	-0.2	37	-26	.	0[20 µM]	-0.2
O=C(CCCc1cccs1)N1CCN(S(=O)(=O)c2ccccc2Br)CC1	-7	0	-9	4.1	-5	5	-3	-9	0.7
Cc1[nH]c2ccc(-c3nnc(SCC(=O)NCc4ccco4)n3Cc3ccccc3)cc2c1C	20	0	-14	1.6	-37	-10	-0.36	-13[20 µM]	0.0
O=C(CN(Cc1ccco1)C(=O)c1cc(=O)[nH]c2ccccc12)Nc1ccccc1Br	16	-6	-5	-0.4	-26	-8	-0.31	6[20 µM]	-0.1
C=CCn1c2ccccc2c2nnc(SCCCn3c(=O)[nH]c4ccccc43)nc21	14	2	-12	-1.0	28	-8	0.071	-5[20 µM]	-1.7
CCn1c(SCc2nc(-c3ccccc3)no2)nc2ccccc21	1	-7	-3	-1.5	10	2	.	-21	-1.1
CC(C)(C)C(=O)NC(CC(=O)O)c1ccccc1 (stereo not drawn)	8	-7	5	1.6	-23	3	-0.63	-23	1.2
CCCOc1ccc(C(=O)CCN2CCN(C(=O)OCC)CC2)cc1	.	-4	-3	0.7	2	-8	-0.59	-20	0.4
(cont.)
SMILES	PPC-1+TRAIL kill	Thrombin inh	EBV gp42 inh	TRPN1 ag	m-calpain inh	TbHK1 inh	Cl transport mod	Furin inhibitor	TRPML3 ag
CCc1cc(C(=O)OC)c(NC(=O)CC2Nc3cc(C)c(C)cc3NC2=O)s1 (stereo not drawn)	12	2	-32	0.8	-16	0	0.89	0	1.3
CCN(C(C)=O)c1ccc(Oc2nc(OC)cc(OC)n2)cc1	1	4	-8	-0.7	13	-3	-0.034	-15	0.3
Cc1cc(SCc2ccccc2)nc(=O)[nH]1	-8	-2	-8	0.6	-38	1	.	-21	0.6
COc1cc(C(=O)Nc2cc(Cl)ccc2C)c(-n2cnnn2)cc1OC	16	-2	-11	0.1	21	-5	0.64	-29[20 µM]	0.6
CC(=O)OCc1cc(-c2nn(C)c(=O)c3ccccc23)ccc1C	.	4	12	0.2	33	7	.	-4	0.2
COC(=O)c1c(NC(=O)CSc2ncnc3[nH]ncc23)sc2c1CCC2	-9	8	-9	0.3	-28	-18	-0.069	-23	0.0
O=C(NC(=S)Nc1ccc(Cc2ccncc2)cc1)c1ccc(F)cc1	-6	-4	-7	10.0	17	5	-0.27	-21	3.9
COc1cccc(CN2CCN(Cc3cccn3-c3cccnc3)CC2CCO)c1 (stereo not drawn)	.	-18	-4	0.5	-20	-3	1.8	-9	-0.1
Cc1ccc(C(=O)N2CCN(S(=O)(=O)c3ccc(C)cc3)CC2)cc1	14	4	-1	0.9	-2	3	0.018	-16	1.3
COc1ccc(-n2c(=O)c(CCC(=O)N(C)Cc3ccccc3C)nc3ccccc32)cc1	22	-7	-11	-0.8	8	-7	-0.79	-14	0.5
Cc1cccc(Nc2nnc(SCC(=O)Nc3cccc(S(=O)(=O)N4CCCCC4)c3)s2)c1	1	-4	4	-0.6	-41	28	-5.1*	-14	-0.5
CCOc1ccc(C(=O)N2CCN(c3cccc(C)c3C)CC2)cc1	41	2	-8	-1.3	2	4	1.4	-13	-0.5
CC(CN1CCCCC1)OC(=O)Cc1ccc(Cl)cc1 (stereo not drawn)	12	-5	5	2.1	3	-3	.	-15	0.6
Cc1ccc(OCCCC(=O)Nc2nnc(C3CCCO3)s2)c(C)c1 (stereo not drawn)	6	-9	-16	-0.4	-48	7	0.19	-23	0.8
Cc1ccc(S(=O)(=O)NCC(=O)OCC(=O)N2N=C(c3ccc(Cl)cc3)CC2c2ccco2)cc1C (stereo not drawn)	11	-1	-12	1.4	-31	-4	0.37	-25	0.7
Cn1cnnc1SCC(=O)Nc1nc(-c2ccccc2)cs1	11	2	-31	0.3	-13	-4	-2.4	-27	0.3
O=C1CCCC2=C1C(c1ccccc1)CC(=O)N2c1ccc(F)cc1F (stereo not drawn)	21	.	-6	-4.1	-18	-6	-0.14	-24	-0.2
COc1cc(C(=O)Nc2ccc(NC(C)=O)cc2)ccc1OCc1ccccc1	16	-18	-25	-0.5	-9	-3	0.5	-23	1.0
COc1ccc(Oc2cccc(Cl)c2CNC(=O)c2ccccc2C(=O)O)cc1	-17	3	-3	-0.2	10	-9	-2.4	-8	0.8
COC(=O)c1ccc(NC(=O)CN2C(=O)CNC2=O)cc1	9	4	-28	-0.1	-43	-9	0.52	-16[20 µM]	0.9
Cc1ccc(Cl)cc1N1CCN(C(=O)C2CCN(c3nnc(-n4cccc4)s3)CC2)CC1	16	-6	2	1.2	-84	1	-0.69	-29	0.7
Nc1nonc1C(=O)NCCNc1ccc([N+](=O)[O-])cc1	-6	2	-11	0.4	-15	-19	-0.48	-17	0.4
O=C(CN1CCCc2ccccc21)N/N=C/c1ccc(O)cc1O	19	-4	-19	-0.1	-38	-13	-0.65	-19	1.0
CCc1nn2cc(C(=O)c3cc(Cl)ccc3O)cnc2c1-c1ccc(F)cc1	11	-2	-9	0.9	-7	-6	-0.62	-21	0.3
OCCCN1CCN(CCOc2ccccc2-c2ccccc2)CC1	2	-4	-13	0.3	5	4	.	-25	0.0
The list goes on:
SMILES	PPC-1+TRAIL kill	Thrombin inh	EBV gp42 inh	TRPN1 ag	m-calpain inh	TbHK1 inh	Cl transport mod	Furin inhibitor	TRPML3 ag
COc1cc(/C=N/N=C(\N)c2nonc2N)ccc1O	-6	5	2	-0.8	24	-27	0.38	-7	0.2
COCCOC(=O)C1=C(C)Nc2ncnn2C1c1ccccc1 (stereo not drawn)	11	14	-12	0.8	6	-2	0.024	-26	-0.2
COC(=O)[C@@H]1C[C@@]2(O)[C@H](O)[C@H](O)[C@H](O)C[C@H]2N1Cc1cccc2ccccc12	-1	1	-10	.	21	-3	0.44	-20	.
CC1Cc2ccccc2N1C(=O)CN1C(=O)CN(C)C(=O)c2ccccc21 (stereo not drawn)	34	0	-9	-0.5	-16	-5	-0.27	-14[20 µM]	-0.7
CC(=O)NCCn1c(SCc2cc(=O)n3cc(Cl)ccc3n2)nc2ccccc2c1=O	21	2	-16	2.3	-184	-20	-1.5	-17	0.8
COc1ccccc1NC(=O)Cc1nnc(SCC(=O)Nc2ccccc2F)n1C	29	21	5	-0.2	10	9	0.49	-12	-0.3
Cc1cc(C(=O)NNC(=O)Nc2ccc(Cl)cc2)no1	-10	3	-10	1.3	-21	-8	-0.96	-20	1.0
CCOc1cc(C2C3=C(CCCC3=O)N(C)C3=C2C(=O)CCC3)cc(Cl)c1O	4	-2	8	-0.8	12	-10	-0.64	-27[20 µM]	-0.3
Fc1ccc(N/N=C/c2ccncc2)c(F)c1	9	-2	-8	-0.1	13	-46	-0.31	-1	-0.2
CCOc1ccc(NC(=O)CCC(=O)NNC(=O)COc2ccccc2C)cc1	13	-3	8	-1.1	-38	0	-0.16	-16	0.3
COc1ccc(S(=O)(=O)NN=C2CCCC2)cc1	7	-9	-4	0.6	-6	-7	0.19	-22	-0.1
CC1CN(S(=O)(=O)c2cccc(-c3csc(-c4ccccc4)n3)c2)CC(C)O1 (stereo not drawn)	2	1	-22	-1.4	14	-6	0.1	-9[20 µM]	-0.3
O=C(Cc1cccs1)NNC(=S)NCc1ccc(Cl)cc1	12	4	-2	-1.0	9	13	-1.5	-3	0.7
CN1CCN(S(=O)(=O)Cc2ccc(Cl)cc2)CC1	6	30	14	2.4	6	-1	1	-7	-0.8
CCOC(=O)C1CCCN(C(=O)c2cc(Nc3ccc(OC)c(OC)c3)nc3ccccc23)C1 (stereo not drawn)	8	-1	-7	1.9	-29	-19	.	-19	0.9
NC1=C([N+](=O)[O-])C(c2ccc(F)cc2)C2=C(CCCC2=O)O1 (stereo not drawn)	-16	-6	3	0.2	-2	-2	-1.4	-11	0.6
Cc1ccc(S(=O)(=O)NCCCCCC(=O)Nc2cccc(C)c2)cc1	39	-5	8	-2.0	4	3	-1.2	-29	-0.4

Some of these compounds in order of number of heavy atoms, falling.
SMILES	PPC-1+TRAIL kill	Thrombin inh	EBV gp42 inh	TRPN1 ag	m-calpain inh	TbHK1 inh	Cl transport mod	Furin inhibitor	TRPML3 ag
CCOC(=O)C1CCCN(C(=O)c2cc(Nc3ccc(OC)c(OC)c3)nc3ccccc23)C1 (stereo not drawn)	8	-1	-7	1.9	-29	-19	.	-19	0.9
CC1CN(S(=O)(=O)c2cccc(-c3csc(-c4ccccc4)n3)c2)CC(C)O1 (stereo not drawn)	2	1	-22	-1.4	14	-6	0.1	-9[20 µM]	-0.3
NC1=C([N+](=O)[O-])C(c2ccc(F)cc2)C2=C(CCCC2=O)O1 (stereo not drawn)	-16	-6	3	0.2	-2	-2	-1.4	-11	0.6
Cc1cc(C(=O)NNC(=O)Nc2ccc(Cl)cc2)no1	-10	3	-10	1.3	-21	-8	-0.96	-20	1.0
COc1ccc(S(=O)(=O)NN=C2CCCC2)cc1	7	-9	-4	0.6	-6	-7	0.19	-22	-0.1
Fc1ccc(N/N=C/c2ccncc2)c(F)c1	9	-2	-8	-0.1	13	-46	-0.31	-1	-0.2
